Bioassay records as filed in PubChem BioAssay.
FBPA coupling cs: qHTS Assay for Inhibitors of Fructose-1,6-bisphosphate Aldolase from Giardia Lamblia: Coupling assay counterscreen. AID 2472, 2010. activity change, negative = inhibition, % at 58.2 µM, hits read low. 290,000 tested, 0.67% active. coupling enzyme system counterscreen, AmpLite Red fluorescence; in the data active = activity change below about -30%; also: % is scaled to controls: 0 for no effect and ±100 for the full control effect
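Final compound at 57.5 uM, incubated 10 min at RT with coupling enzyme reagent (glyceraldehyde-3-phosphate), then 20 min with substrate and AmpLite Red detection. Fluorescence read at 525/598 nm; tests interference with the coupling assay, not aldolase inhibition.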
KCNH2 3.1 block: qHTS for Inhibitors of KCHN2 3.1: Mutant qHTS. 340,000 tested, 0.95% active. U2OS KCNH2 3.1, thallium flux FluxOr; active compounds read low. activity change, % (tested at about 1.8 µM). AID 720553, 2013. Potassium voltage-gated channel subfamily H member 2, brain isoform KCNH2 3.1 (human);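 active = maximum activity change below -70%; inconclusive = maximum activity change from -70% to -50%; inactive = maximum activity change above -50%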;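 also: thallium influx rate constant from kinetic fluorescence after stimulation buffer; % is scaled to controls: 0 for no effect and ±100 for the full control effect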
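Thallium flux read-out: FluxOr dye with Red40 quencher in HBSS/HEPES, 45 min at RT. Rate constants from kinetic reads were normalized to positive and negative DMSO controls. Cells: U2OS virally expressing the 3.1 isoform.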
Integrin act MD: qHTS for Activators of Integrin-Mediated Alleviation for Muscular Dystrophy. alpha7betagal myoblasts, beta-gal FDG fluorescence, 48 h. 350,000 tested, 0.064% active. Potency, µM (titrated, usually from 38.3 µM), for the others: top-dose activation, actives largely listed as activators;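 also: potency is read from the fitted curve at half-maximal effect; 100% = response of the positive control SU9516; nearly all actives have a fitted effect of over 60% in size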
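alpha7betagal+/- myoblasts (passage 13, 250/well) treated 48 h at 37C with compounds at 1:260 dilution of DMSO stock. Lysed, then beta-galactosidase activity read as FDG fluorescence (ex 480/em 540) after 30 min, with pre-read for autofluorescence.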
CXXC DNA block: qHTS Fluorescence Polarization Assay for Inhibitors of MLL CXXC domain - DNA interaction | Histone-lysine N-methyltransferase 2A (Homo sapiens), Q03164 | 290,000 tested, 0.037% active | Potency, µM (titrated, usually from 115 µM), without a hit: at the highest dose activity change, negative = inhibition, actives largely listed as inhibitors | MLL-CXXC / FITC-HOXA9 DNA fluorescence polarization | AID 2662, 2010; active = well fitted inhibition curve with a large enough effect in the polarisation, with a control signal flat, not every such curve was filed as active; inconclusive = small, poorly fitted or top-dose-only effect, or effect the other way, or a change in a side signal; inactive = no such curve, though single readings can be large or run the other way; the % refers to the polarisation; also: potency is read from the fitted curve at half-maximal effect
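Steps: dispense CXXC domain solution (7 uM) → pin compounds or unlabeled HOX-A9 DNA control → 5 min ambient → add FLSN-HOX-A9 solution (50 nM) → spin → 30 min ambient → fluorescence polarization. Tris pH 7.5/NaCl/DTT/BSA buffer.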
MBNL1-CUG inh: qHTS Assay for Inhibitors of MBNL1-poly(CUG) RNA binding; Muscleblind-like protein 1 (Homo sapiens), Q9NR56; TR-FRET MBNL1-His/biotin-(CUG)12 binding, 665/545 ratio; Potency, µM (series often up to 57.5 µM), for inactives: at the highest dose activity change, negative = inhibition, actives largely listed as inhibitors; 280,000 tested, 0.036% active; active = well fitted inhibition curve with a large enough effect in the signal ratio, with a control signal flat, not every such curve was filed as active; inconclusive = small, poorly fitted or top-dose-only effect, or effect the other way, or a change in a side signal; inactive = no such curve, though single readings can be large or run the other way; the % refers to the signal ratio; also: potency is read from the fitted curve at half-maximal effect; % is scaled to controls: 0 for no effect and ±100 for the full control effect
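MBNL1-His + Biotin-(CUG)12, cpd titration 92 nM–58 uM; Tb anti-His Ab 0.055 ng/ul, SA-XL665 5 nM (final); 60 min RT; ratiometric 665/545 nm, Ex 340 nm; normalized to buffer and full-complex controls.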
KCNH2 WT inh: qHTS for Inhibitors of KCHN2 3.1: Wildtype qHTS | Voltage-gated inwardly rectifying potassium channel KCNH2 (Homo sapiens), Q12809 | U2OS, BacMam KCNH2, thallium flux FluxOr; active compounds read low | activity change, % at 1.84 µM | 340,000 tested, 0.37% active;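 active = maximum activity change below -70%; inconclusive = maximum activity change between -70% and -50%; inactive = maximum activity change above -50%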; also: % is scaled to controls: 0 for no effect and ±100 for the full control effect
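U2OS cells transduced with wild-type KCNH2 virus are loaded with FluxOr dye for 45 min, and thallium flux is measured in kinetic reads before and after stimulation buffer. Rate constants are normalized to DMSO controls.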
AT treatment: qHTS Assay for Identifying a Potential Treatment of Ataxia-Telangiectasia; AID 485349, 2010; […] A-T fibroblasts, KAP-1 phosphorylation AlphaLISA; neocarzinostatin DNA damage 30 min before lysis; 320,000 tested, 0.19% active; Potency, µM (series often up to 57.5 µM), inactives show at the highest dose activation, most hits filed as activators; also: potency is read from the fitted curve at half-maximal effect; % of control where 0% means no effect; nearly all actives have a fitted effect of over 45% in size
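hTERT-immortalized A-T patient fibroblasts ([…]), 500 cells/well in OPTI-MEM, 1% FBS, got compounds for 60 min, then NCS for 30 min at 37C. Lysates were then assayed for phospho-KAP-1 by AlphaLISA (anti-pKAP1 donor, anti-KAP1 acceptor beads), 6 hr at 25C.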
TRPV1 ag: HTS Assay for Compounds that Act as Agonists of the Vanilloid Receptor 1; Transient receptor potential cation channel subfamily V member 1 (Homo sapiens), Q8NER1; activation, % at 8.33 µM; 320,000 tested, 0.19% active; TRPV1-expressing cells, Fluo-8 calcium influx, agonist mode; in the data active = activation above about 80%; inconclusive = between about 30% and that limit; also: 0% is about no effect
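Fluo-8 calcium influx in TRPV1-expressing cells, kinetic read (ex 480/em 520 nm). Compound added and read 3 min for agonist activity, followed by capsaicin at EC20 final and 2 min further read for enhancement.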
GALK inh: qHTS Assay for Inhibitors of Human Galactokinase (GALK) | Purified GALK, Kinase-Glo residual ATP luminescence | P51570 | 270,000 tested, 0.007% active | Potency, µM (series often up to 57.5 µM), for inactives: top-dose activity change, negative = inhibition, hits mostly inhibitors; also: potency is read from the fitted curve at half-maximal effect; % is scaled to controls: 0 for no effect and ±100 for the full control effect
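Kinase-Glo Plus luminescence measured ATP left after a 1 h room-temperature reaction. The reaction used 5 nM GALK, 100 uM galactose and 35 uM ATP at pH 8.0 (20 mM HEPES, 5 mM MgCl2, 60 mM NaCl, 1 mM DTT, 0.01% BSA).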
ASM inhibitor: Inhibitors of Secretory Acid Sphingomyelinase (S-ASM): qHTS. 340,000 tested, 0.006% active. placental ASM, HMU-PC fluorogenic substrate, 60 min. Potency, µM (titrated, usually from 57.5 µM), without a hit: at the top dose activity change, negative = inhibition, usual class: inhibitors. AID 504937, 2011. Sphingomyelin phosphodiesterase (Homo sapiens), P17405; also: potency is read from the fitted curve at half-maximal effect
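HMU-PC0 cleavage (9 uM final) by human placental ASM, 60 min at 37 °C following 10 min compound exposure at RT; stopped at pH 10, fluorescence Ex 386/Em 447 nm.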
An asterisk follows results filed as active; [ ] = remark or other dose. Unless noted, calls follow the shape of the dose curve; as a rule, active = well fitted curve in the direction sought with a large enough effect; inconclusive = small, poorly fitted or top-dose-only effect, or another doubt; inactive = no such curve, though single readings can be large; an effect the other way counts as inactive or inconclusive.

What do the screens show for `O=C(c1ccc2c(c1)CCN2S(=O)(=O)c1ccccc1)N1CCN(c2ccc(F)cc2)CC1`?
KCNH2 3.1 block: -31; Integrin act MD: -5%; CXXC DNA block: 33%[activator]; MBNL1-CUG inh: 1%; KCNH2 WT inh: 29; AT treatment: 0%; TRPV1 ag: 1; GALK inh: -2%; ASM inhibitor: -13%

Results for Cc1ccc(CNC(=O)COC(=O)C2CCN(S(=O)(=O)c3cccs3)CC2)cc1 ?
FBPA coupling cs: 2; KCNH2 3.1 block: 5; Integrin act MD: inconclusive; CXXC DNA block: 7%; MBNL1-CUG inh: 1%; KCNH2 WT inh: 1; AT treatment: -7%; TRPV1 ag: -2; GALK inh: 8%; ASM inhibitor: 0%

How did CSc1nc(N)nc2c1ncn2CC(=O)NCCCc1ccccc1 do in these assays?
KCNH2 3.1 block: 11; Integrin act MD: -13%; KCNH2 WT inh: 8; AT treatment: 15%; ASM inhibitor: -5%

What do the screens show for `CC(=O)N1CCN(c2ccccc2NC(=O)COc2ccccc2C)CC1`?
FBPA coupling cs: -4; KCNH2 3.1 block: 28; Integrin act MD: -16%; CXXC DNA block: 0%; MBNL1-CUG inh: -5%; KCNH2 WT inh: 1; AT treatment: -1%; TRPV1 ag: 11; GALK inh: -1%; ASM inhibitor: -1%

How did COCCCn1c(SCC(=O)Nc2oc(C)c3c(C)n[nH]c(=O)c23)nc2ccccc2c1=O do in these assays?
KCNH2 3.1 block: -23; Integrin act MD: -12%; KCNH2 WT inh: -7; AT treatment: -12%; TRPV1 ag: -1; ASM inhibitor: -1%

What do the screens show for `CCCCCCNC(=O)CSc1nccn1Cc1ccccc1`?
FBPA coupling cs: 1; KCNH2 3.1 block: 0; Integrin act MD: 7%; CXXC DNA block: -7%; MBNL1-CUG inh: -2%; KCNH2 WT inh: -14; TRPV1 ag: 6; GALK inh: 1%; ASM inhibitor: -3%

What do the screens show for `COc1ccc2nc(NC(=O)CCc3ccc(OC)c(OC)c3)sc2c1`?
FBPA coupling cs: 0; KCNH2 3.1 block: 10; Integrin act MD: -1%; CXXC DNA block: 4%; MBNL1-CUG inh: -6%; KCNH2 WT inh: 2; AT treatment: 7%; TRPV1 ag: 11; GALK inh: 0%; ASM inhibitor: 4%

How did N#Cc1ccc(CSc2nnc(-c3cccnc3)n2-c2ccccc2)cc1 do in these assays?
FBPA coupling cs: 2; KCNH2 3.1 block: -6; Integrin act MD: 38%; CXXC DNA block: -7%; MBNL1-CUG inh: -8%; KCNH2 WT inh: 20; AT treatment: 6%; TRPV1 ag: 1; GALK inh: 2%; ASM inhibitor: -2%

Results for O=C(NCCN1CCOCC1)c1ccc(CSCc2cccc(Cl)c2)o1 ?
FBPA coupling cs: -2; KCNH2 3.1 block: -7; Integrin act MD: 26%; CXXC DNA block: 8%; MBNL1-CUG inh: 1%; KCNH2 WT inh: 0; AT treatment: 1%; TRPV1 ag: 15; GALK inh: -1%; ASM inhibitor: 5%

How did COc1ccccc1C1=NOC(C(=O)N2CCN(C(=O)c3ccco3)CC2)C1 (configuration not stated) do in these assays?
FBPA coupling cs: 0; KCNH2 3.1 block: 12; Integrin act MD: 0%; CXXC DNA block: 2%; MBNL1-CUG inh: -3%; KCNH2 WT inh: -6; AT treatment: -1%; TRPV1 ag: 0; GALK inh: 5%; ASM inhibitor: 2%

Results for O=C1CSC(c2ccccc2F)N1c1cc(Cl)ccc1O (configuration not stated) ?
FBPA coupling cs: -2; KCNH2 3.1 block: 2; Integrin act MD: 13%; CXXC DNA block: -3%; MBNL1-CUG inh: -10%; KCNH2 WT inh: 0; AT treatment: 8%; TRPV1 ag: -6; GALK inh: 3%; ASM inhibitor: -3%

What do the screens show for `C=CCNC(=O)c1ccccc1NC(=O)c1ccccc1N(C)S(C)(=O)=O`?
FBPA coupling cs: -1; KCNH2 3.1 block: -6; Integrin act MD: -14%; CXXC DNA block: 8%; MBNL1-CUG inh: -2%; KCNH2 WT inh: 6; AT treatment: -3%; TRPV1 ag: -4; GALK inh: -5%; ASM inhibitor: -1%

Results for O=C(CCn1nc(-c2ccc(F)cc2)ccc1=O)NCc1ccccc1 ?
FBPA coupling cs: 4; KCNH2 3.1 block: 4; Integrin act MD: 5%; CXXC DNA block: 9%; KCNH2 WT inh: 0; AT treatment: 3%; TRPV1 ag: 5; GALK inh: -5%; ASM inhibitor: -2%

How did Cc1cc(NC(=O)c2cc([N+](=O)[O-])cc([N+](=O)[O-])c2)no1 do in these assays?
FBPA coupling cs: -6; KCNH2 3.1 block: 3; Integrin act MD: -65%[inhibitor]; CXXC DNA block: 0%; MBNL1-CUG inh: inconclusive; KCNH2 WT inh: -4; AT treatment: -15%; TRPV1 ag: -1; GALK inh: 3%; ASM inhibitor: 0%

What do the screens show for `COC(=O)c1ccc(NC(=O)Cn2c(-c3nonc3N)nc3ccccc32)cc1`?
FBPA coupling cs: 1; KCNH2 3.1 block: 16; Integrin act MD: -9%; CXXC DNA block: -9%; MBNL1-CUG inh: -10%; AT treatment: 0%; TRPV1 ag: -2; GALK inh: -3%; ASM inhibitor: -3%

What do the screens show for `Cn1c(SCC(=O)C(C)(C)C)nnc1-c1ccccn1`?
FBPA coupling cs: -4; KCNH2 3.1 block: -2; Integrin act MD: -12%; CXXC DNA block: -2%; MBNL1-CUG inh: -5%; KCNH2 WT inh: 6; AT treatment: -1%; TRPV1 ag: 1; GALK inh: -3%; ASM inhibitor: 0%

What do the screens show for `COc1cccc(N2C(=O)Nc3ccc(Br)cc3C2(O)C(=O)NCCN(C)C)c1` (configuration not stated)?
FBPA coupling cs: 1; KCNH2 3.1 block: 4; Integrin act MD: -8%; CXXC DNA block: -13%; MBNL1-CUG inh: -9%; KCNH2 WT inh: 0; AT treatment: -13%; TRPV1 ag: 0; GALK inh: 0%; ASM inhibitor: -2%

How did Cc1ccccc1C1C(C#N)=C2N=C(N)c3c(sc4c3CCCCC4)N2C2=C1C(=O)CCC2 (configuration not stated) do in these assays?
FBPA coupling cs: 0; KCNH2 3.1 block: 1; Integrin act MD: 12%; CXXC DNA block: -15%; MBNL1-CUG inh: 24%; KCNH2 WT inh: -4; AT treatment: -12%; TRPV1 ag: 8; GALK inh: -1%; ASM inhibitor: -10%

What do the screens show for `CCOC(=O)CS(=O)(=O)c1nc(-c2ccc(F)cc2)cc(C(F)(F)F)n1`?
FBPA coupling cs: 3; KCNH2 3.1 block: 4; Integrin act MD: -15%; CXXC DNA block: inconclusive; MBNL1-CUG inh: -7%; KCNH2 WT inh: -5; AT treatment: -1%; TRPV1 ag: 3; GALK inh: 0%; ASM inhibitor: -2%

What do the screens show for `CC(=O)Nc1ccc(Nc2nnc(-c3ccc(C)c(S(=O)(=O)NCCO)c3)c3ccccc23)cc1`?
FBPA coupling cs: -1; KCNH2 3.1 block: -3; Integrin act MD: 2%; CXXC DNA block: -6%; MBNL1-CUG inh: inconclusive; KCNH2 WT inh: 5; AT treatment: 16%; TRPV1 ag: 1; GALK inh: -5%; ASM inhibitor: -6%

Results for CC(OC(=O)c1ccc2noc(-c3ccccc3)c2c1)C(N)=O (configuration not stated) ?
FBPA coupling cs: 1; KCNH2 3.1 block: -6; Integrin act MD: -33%; CXXC DNA block: 20%; MBNL1-CUG inh: inconclusive; KCNH2 WT inh: -6; AT treatment: 3%; TRPV1 ag: 14; GALK inh: -1%; ASM inhibitor: 22%

How did O=C(OCc1cccc(F)c1)c1cc2ccccc2cc1O do in these assays?
FBPA coupling cs: 3; KCNH2 3.1 block: -29; Integrin act MD: -23%; CXXC DNA block: -4%; MBNL1-CUG inh: 2%; KCNH2 WT inh: -18; AT treatment: 27%; TRPV1 ag: 5; GALK inh: -3%; ASM inhibitor: -5%

Results for COc1ccc(C(=O)N/C(=C\c2ccccc2)C(=O)NCc2cccnc2)cc1 ?
FBPA coupling cs: -3; KCNH2 3.1 block: -16; Integrin act MD: inconclusive; CXXC DNA block: -1%; MBNL1-CUG inh: 9%; KCNH2 WT inh: 5; AT treatment: -5%; TRPV1 ag: -4; GALK inh: -2%; ASM inhibitor: 1%
